Compound activity deposited in PubChem BioAssay by National Center for Advancing Translational Sciences (NCATS).
GLP-1R inv ag = GLP-1 receptor (human) inverse agonism; Potency, µM (series often up to 38.3 µM), inactives show at the top dose activity change, negative = inhibition, hits mostly inhibitors; AID 624417; P43220; 1.6% of 410,000 active; HEK293 GLP-1R CRE-luciferase, luminescence, 24 h; GLP-1R form is constitutively active; note: potency is the fitted concentration of half-maximal effect; % is set by controls: 0 for no effect and ±100 for the full control effect; nearly all actives have a fitted effect of over 55% in size
Target sequence (P43220 whole entry, looked up): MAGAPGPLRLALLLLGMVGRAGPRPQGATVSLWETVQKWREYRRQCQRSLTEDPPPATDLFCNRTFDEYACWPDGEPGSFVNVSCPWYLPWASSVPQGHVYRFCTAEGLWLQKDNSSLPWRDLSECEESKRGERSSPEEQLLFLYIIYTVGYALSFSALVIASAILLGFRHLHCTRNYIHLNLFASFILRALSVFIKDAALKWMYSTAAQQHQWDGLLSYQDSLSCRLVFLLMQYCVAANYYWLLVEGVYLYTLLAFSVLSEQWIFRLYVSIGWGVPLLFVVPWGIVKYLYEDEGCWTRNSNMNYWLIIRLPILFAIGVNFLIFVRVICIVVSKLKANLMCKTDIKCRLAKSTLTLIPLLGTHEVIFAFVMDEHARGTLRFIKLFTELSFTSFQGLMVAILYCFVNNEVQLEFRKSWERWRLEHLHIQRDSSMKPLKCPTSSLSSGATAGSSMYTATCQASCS
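Inverse agonism was detected as reduced cAMP-driven luciferase luminescence after 24 h compound treatment. The cells were HEK293 clones expressing constitutively active human GLP-1R with the reporter. Reporter-only and GPR119 cell lines served as counterscreen controls.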
PLK1 PBD block = inhibitors of human PLK1 polo-box domain binding; Plk1 PBD binding of FITC phosphopeptide, fluorescence polarization; Potency, µM, for the others: max response, negative = inhibition, most hits filed as inhibitors; 2.8% of 360,000 active; P53350; AID 720504; note: potency is the fitted concentration of half-maximal effect; series mostly up to about 57 µM; % is set by controls: 0 for no effect and ±100 for the full control effect; nearly all actives have a fitted effect of over 65% in size
GLP1R ag = agonists of human GLP-1 receptor. P43220. HEK293 GLP-1R CRE-luciferase, luminescence, 4-6 h; cells express a hypersensitive GLP-1R form. Potency, µM (highest dose often 45.6 µM), for the others: at the top dose activation, actives largely listed as activators. 0.007% of 380,000 active; note: potency is the fitted concentration of half-maximal effect; % of control where 0% means no effect
PI5P4K alpha inh = inhibitors of human PI5P4K alpha | 1.2% of 330,000 active | P48426 | PI5P4Kalpha enzyme, ADP-Glo luminescence, 60 min; hits give low values | max response, %; active = max response of -50% or lower; inconclusive = between -30% and -50%; inactive = -30% or higher; note: value at the top dose of about 77 µM; % is set by controls: 0 for no effect and ±100 for the full control effect
Target sequence (P48426 whole entry, looked up): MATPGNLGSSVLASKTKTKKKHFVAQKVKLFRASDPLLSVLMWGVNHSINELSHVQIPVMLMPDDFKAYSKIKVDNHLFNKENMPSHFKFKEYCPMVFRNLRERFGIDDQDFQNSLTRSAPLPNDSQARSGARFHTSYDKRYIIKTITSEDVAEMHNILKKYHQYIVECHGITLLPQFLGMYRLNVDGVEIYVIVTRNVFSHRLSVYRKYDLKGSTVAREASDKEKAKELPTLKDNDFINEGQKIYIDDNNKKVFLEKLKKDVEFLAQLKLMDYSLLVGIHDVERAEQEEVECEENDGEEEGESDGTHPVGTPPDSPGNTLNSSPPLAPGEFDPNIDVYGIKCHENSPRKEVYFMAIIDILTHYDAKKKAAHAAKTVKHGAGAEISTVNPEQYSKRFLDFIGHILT
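Human PI5P4Kalpha with substrate in 0.038 M HEPES pH 7.4, 0.28 mM EGTA, 0.1% CHAPS, 5% DMSO; reaction started with 5 microM ATP (final), 60 min at room temperature. ADP formed read by ADP-Glo luminescence.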
DRD3 antagonist = antagonists of human D3 dopamine receptor; P35462; D3R cells, DiscoveRx beta-arrestin luminescence, antagonist mode; hits give low values; max response, negative = inhibition, %; 2.5% of 360,000 active; AID 652054; in the data active = max response below about -50%; inconclusive = no clear call, values can overlap the other calls; note: % is set by controls: 0 for no effect and ±100 for the full control effect; mostly tested at two doses, the higher about 12 µM
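Cells expressing the human receptor were seeded at 1500 cells/well, incubated overnight at 37 degrees C in 5% CO2, then exposed to library compounds with dopamine controls for 90 minutes at 37 degrees C before luminescent detection.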
HEK293 tox = cytotoxicity counter-screen for GLP-1 receptor inverse agonists | HEK293 cAMP-luciferase reporter cells, luminescence, 24 h | 0.13% of 410,000 active | Potency, µM (highest dose often 38.3 µM), without a hit: top-dose activity change, negative = inhibition, most hits filed as inhibitors;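 note: loss of luciferase light is scored as toxicity; potency is the fitted concentration of half-maximal effect; % is set by controls: 0 for no effect and ±100 for the full control effect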
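Step one: seed cells (200 cells/uL, DMEM with 10% Nu serum, 1% pen-strep). Step two: 12-hour incubation at 37 deg C. Step three: pin 23 nL compound, incubate 24 hr. Step four: add luciferase reagent, read luminescence 12 min later.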
WRN helicase inh = blocks human WRN helicase; WRN helicase unwinding, fluorescent forked duplex, kinetic; Potency, µM (titrated, usually from 114 µM), inactives show top-dose activity change, negative = inhibition, most hits filed as inhibitors; 0.46% of 360,000 active; AID 651768; note: potency is the fitted concentration of half-maximal effect; % is set by controls: 0 for no effect and ±100 for the full control effect; nearly all actives have a fitted effect of over 55% in size
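Primary qHTS, 1536-well format. 20 nM WRN + compound, 15 min RT; start with 100 nM forked fluorophore/quencher duplex, 2 mM ATP (final); kinetic read ex 525/em 598 nm.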
IL2 activator = IL-2 activation | 0.065% of 360,000 active | AID 652025 | IL-2 activation reporter assay, cell-based qHTS; stimulated with anti-CD3/CD4/CD28 beads; in transgenic mouse T cells | activation, % (series mostly up to about 46 µM); in the data active = activation above about 50%; inconclusive = mostly about 30% to 49%; note: 0% is about no effect
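Quantitative HTS in unstimulated transgenic mouse T cells, with memory T cells as non-tolerant control and PMA/ionomycin as tolerance-bypass control. Compound pretreatment lasted 60 minutes before 18 h bead stimulation; EGFP/DsRed fluorescence read.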
D3 ag = agonists of human D3 dopamine receptor; 0.58% of 410,000 active; P35462; max activation, %; D3R DiscoveRx beta-arrestin cells, luminescence, 90 min; in the data active = max activation above about 30%; note: 0% is about no effect; mostly tested at two doses, the higher about 12 µM
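Agonist mode: compounds and dopamine controls were applied to plated cells for 90 min at 37 degrees C after an overnight attachment at 1500 cells/well. Luminescent read-out followed 30 - 60 minutes at room temperature with DiscoveRx detection reagent.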
Active calls of the source: *; ? = inconclusive; nt = no result given; & = joins results of further samples; [ ] = remark or other dose. Unless noted, calls come from the whole dose curve; as a rule, active = well fitted curve in the direction sought with a large enough effect; inconclusive = small, poorly fitted or top-dose-only effect, or another doubt; inactive = no such curve, though single readings can be large; an effect the other way counts as inactive or inconclusive.

SMILES | GLP-1R inv ag | PLK1 PBD block | GLP1R ag | PI5P4K alpha inh | DRD3 antagonist | HEK293 tox | WRN helicase inh | IL2 activator | D3 ag
CC(=O)Nc1ccc(S(=O)(=O)NNC(=O)COc2cccc3ccccc23)cc1 | 22% | -7% | -3% | -1 | -11 | 8% | -31% | 0.0 | -3
NC(=O)c1sc2cc(C(F)(F)F)cnc2c1-c1cccs1 | 5% | -6% | 2% | 1 | 28 | 4% | -13% | -0.1 | -9
O=C(Cc1cc(=O)[nH][nH]1)N/N=C/C(Cl)=C/c1ccccc1 | 0%&0% | -7%&-4% | -4%&-19% | ? | -11&-29 | 1%&3% | -2%[11.6 µM] | -0.1&-0.2 | 6&-3
COc1cccc(-c2noc(CCC(=O)NC3CCCC3)n2)c1 | 9% | 1% | 6% | -11 | 0 | 16% | 10% | -2.1 | -2
COc1ccc(CN(C)C(=O)c2cccc(NC(=O)CC3SC(N4CCCCC4)=NC3=O)c2)c(OC)c1 (configuration not stated) | 107%[activator] | -8% | 4% | 0 | 34 | -23% | 7% | -4.4 | 12
Cc1cc(=O)oc2cc(OCC(=O)Nc3ccc(S(=O)(=O)N(C)C)cc3)ccc12 | -10% | 2% | 5% | 3 | 12 | -10% | -5% | 0.4 | 2
CC(C)c1ccc(NC2CCCN(C(=O)CCN3CCCO3)C2)cc1 (configuration not stated) | 1% | -1% | 2% | -2 | 5 | 14% | -6% | -0.9 | -4
CCOC(=O)c1cc2c(C)n(-c3ccc(N(C)C)cc3)c(C)c2cc(C(=O)OCC)c1=O | 5% | 0% | -3% | nt | 28 | 15% | 1% | -0.1 | 57*
O=C(O)C1CCN(C(=O)NC2CCCCC2)CC1 | 3% | 2% | -5% | 24 | -21 | -17% | 2% | 0.2 | -1
CCOc1cc(-c2c(C#N)c(N)nc3c2CCCC3)ccc1O | -2% | -8% | 2% | -23 | -5 | 0% | 2% | -0.2 | 8
Cc1ccc(S(=O)(=O)N2CCC(C)CC2)cc1 | -3% | -9% | -5% | -6 | 4 | 11% | 4% | 0.1 | 8
CCc1cc(=O)oc2c(C)c(OS(C)(=O)=O)ccc12 | 123%[activator] | -6% | ? | -5 | 6 | -10% | 10% | -2.5 | -5
CC(OC(=O)c1ccncc1)C(=O)Nc1cccc([N+](=O)[O-])c1 (configuration not stated) | -5% | -7% | 0% | 4 | 0 | 4% | 0% | -2.0 | 5
CCCCn1c(N)c(N(CC(C)C)C(=O)c2cc(-c3ccncc3)nc3ccccc23)c(=O)[nH]c1=O | 10% | -2% | -4% | -4 | 27 | -1% | -5% | 7.2 | 9
CCCCCc1n[nH]c2c1CCCC2 | ? | -6% | 17% | -1 | 1 | 4% | -3% | -0.7 | 0
CCCCC1CN2CCc3c([nH]c4ccccc34)C2(C)C1 (configuration not stated) | ? | -11% | 7% | -2 | 15 | -29% | -10% | 0.6 | 8
Cc1nnc(NC(=O)CSC2=NN3CCCC(=O)N=C3S2)s1 | -1% | -14% | -6% | -8 | -12 | 9% | -7% | -0.2 | -2
CCN(CC)C(=O)Oc1c(Cl)cc(Cl)c2cccnc12 | ? | 0% | 6% | 6 | -14 | 1% | 0% | -1.6 | -9
Nc1ccccc1-c1nnc2n1CCCCC2 | 18% | -3% | 0% | -6 | 9 | 3% | -20% | -3.3 | -4
Nc1ccc2c(c1)Oc1ccccc1C=C2 | -9% | -5% | 9% | -2 | 6 | 1% | -4% | -2.4 | 10
Cc1ccccc1C(=O)Nc1ccnn1C1CCN(C(C)Cc2ccccc2F)CC1 (configuration not stated) | ? | -15% | 2% | -2 | 0 | ? | -2% | -1.9 | -6
NC(=O)CC(NC(=O)Cc1ccc(Br)cc1)c1ccc(NC2CCCCCC2)c([N+](=O)[O-])c1 (configuration not stated) | 19% | 4% | -1% | -2 | -21 | -12% | 4% | -0.5 | -3
CCOc1cc(N2CCOCC2)c(OCC)cc1NC(=O)c1cc(S(=O)(=O)N2CCOCC2)ccc1C | 17% | 1% | 1% | 8 | 5 | -2% | -4% | 0.3 | 11
COCCn1c(-c2ccc(OC)cc2)cnc1SCC(=O)Nc1cccc2ccccc12 | 0% | 0% | 5% | nt | 35 | 5% | -12% | -0.6 | 2
Nc1nonc1-n1nnc(C(=O)N/N=C/c2ccccc2Cl)c1COc1ccc(F)cc1 | ? | 3% | 4% | -8 | 15 | 21% | -10% | -5.0 | -39
Cc1ccc(C(=O)NCCCc2ccccc2)s1 | ? | 3% | -1% | -16 | -18 | 2%[1.53 µM] | -31%[57.1 µM] | 2.6 | -22
COc1ccc(C2CC(c3ccccc3)=NN2C(=S)Nc2ccccc2)cc1 (configuration not stated) | 5%[0.307 µM] | -20% | -19% | 3 | ? | 0%[0.307 µM] | -2% | 2.0 | 2
O=C(CSC(=S)N1CCCC1)Nc1cc2c(cc1Br)OCCO2 | 6% | -4% | -5% | -2 | 16 | -13% | 3% | -3.1 | 14
COc1nc(NS(=O)(=O)c2ccc(C)cc2)nc(C)c1Cl | 9% | -16% | -4% | 0 | 0 | -4% | -1% | 1.1 | -1
Cc1ccc2nc(N(CCCN(C)C)C(=O)c3cc(-c4cccs4)nc4ccccc34)sc2c1 | 2.5µM* | -4% | 4% | -1 | -30 | ? | -4% | -2.7 | -10

Laid out differently: entries from further up
Structure	GLP-1R inv ag	PLK1 PBD block	GLP1R ag	PI5P4K alpha inh	DRD3 antagonist	HEK293 tox	WRN helicase inh	IL2 activator	D3 ag
COc1ccc(C2CC(c3ccccc3)=NN2C(=S)Nc2ccccc2)cc1 (configuration not stated)	5%[0.307 µM]	-20%	-19%	3	?	0%[0.307 µM]	-2%	2.0	2
Nc1ccccc1-c1nnc2n1CCCCC2	18%	-3%	0%	-6	9	3%	-20%	-3.3	-4

Continued.
SMILES | GLP-1R inv ag | PLK1 PBD block | GLP1R ag | PI5P4K alpha inh | DRD3 antagonist | HEK293 tox | WRN helicase inh | IL2 activator | D3 ag
c1ccc2c(C(c3nnnn3-c3ccc4c(c3)OCCO4)N3CCCCC3)ccnc2c1 (configuration not stated) | ? | -11% | 1% | 4 | -18 | 1% | 6% | 0.7 | -12
OC(COc1ccccc1F)CN1CCC(Cc2ccccc2)CC1 (configuration not stated) | ? | -13% | 4% | 5 | -81* | -3% | 0% | -0.2 | -25
Nc1cc2c(cc1O)CCCC2 | 11% | -14% | 7% | -25 | 0 | 0% | -3% | 2.8 | 10
COc1cc2c(cc1OC)C(C)N(Cc1ccc3c(c1)OCO3)CC2 (configuration not stated) | -27% | 0% | 9% | -2 | 10 | 4% | 3% | -2.2 | -5
Cc1cccc2cc(C(c3nnnn3CC3CCCO3)N3CCc4ccccc4C3)c(=O)[nH]c12 (configuration not stated) | 2% | -20% | 5% | nt | -11 | -12% | 0% | 1.6 | -26
COc1ccc(Cl)cc1C(=O)OCC(=O)NCc1cccs1 | -6% | -15% | 2% | 0 | 12 | -20% | -3% | 0.4 | -16
CCN1CCN(c2cc(C)c3cc(NC(=O)Cc4ccc(OC)c(OC)c4)ccc3n2)CC1 | 2% | -1% | 2% | -1 | -3 | -18% | -5% | -1.7 | -3
CCc1nc2ccc(C(=O)NCCN3CCNC3=O)cn2c1N(CCC(C)C)CCN(C)C | 10% | -3% | 2% | -3 | 0 | 2% | -10% | -0.1 | -13
COC(CNC(=O)c1cn(C)c2ccc(S(=O)(=O)N3CCOCC3)cc2c1=O)OC | 0% | 3% | -4% | 4 | 20 | -8% | 9% | -4.9 | 6
Cc1cccc(NC(=O)C2CCN(S(=O)(=O)c3cccc4cccnc34)CC2)n1 | -7% | -17% | 5% | -1 | 10 | -11% | -2% | -1.2 | -2
O=C(CSCc1c(Cl)cccc1Cl)NCC1CCCO1 (configuration not stated) | ? | -4% | 24% | 1 | 15 | 14% | -20% | -2.0 | -2
CC(C)N(C(=O)COC(=O)Cn1cnc2ccccc21)c1ccccc1 | 29% | -9% | -1% | -6 | 2 | 2% | 4% | -0.3 | 14
Cc1ccc(C(=O)Nc2ccc3c(c2)OCO3)o1 | 9% | 12µM* | -1% | -24 | 22 | -1% | 9% | -0.1 | 7
O=C(O)CCCC(=O)Nc1ccc(Br)cc1C(=O)O | 8% | -5% | -4% | ? | 11 | -7% | 3% | -0.5 | 2
COc1ccc(N2CC(C(=O)OCC(=O)Nc3cccc(C)c3C)CC2=O)cc1 (configuration not stated) | 8% | -7% | -1% | 9 | 13 | 2% | 6% | 0.5 | 2
CCOc1ccc(NS(=O)(=O)c2c(C)nc3sccn3c2=O)cc1 | -9% | -4% | 15% | 0 | 16 | -8% | 0% | -1.0 | 5
N/C(=N\OC(=O)/C=C/c1ccccc1)c1cccnc1 | 6% | -10% | 9% | 2 | -4 | 4% | 3% | 1.5 | -2
CCC(=O)N=c1sc2cc(F)cc(F)c2n1C | 7% | -12% | -1% | 1 | -24 | 8% | 8% | -3.3 | -9
Cc1ccccc1Nc1nc(N)nc(COC(=O)c2ccc(S(=O)(=O)N(C)C)cc2)n1 | 138%[activator] | -3% | 15% | -4 | 11 | 8% | 0% | -0.6 | 15
COc1cccc(-n2cc(CNCc3cn(C)nc3-c3ccccc3F)cn2)c1 | ? | -7% | 8% | 9 | 7 | 1% | -1% | -5.4 | 67*
O=C(NCCc1c[nH]c2ccccc12)c1ccc2[nH]c(=O)c(=O)[nH]c2c1 | 13% | 2% | 0% | -7 | 59 | 2% | -3% | -1.8 | 2
Cc1ccc(NC(=O)CCS(=O)(=O)c2ccc3c(c2)NC(=O)C(C)S3)cc1Cl (configuration not stated) | ? | -5% | -2% | 1 | 0 | -16% | -16% | -1.5 | 2
Cc1ccccc1Nc1nc(N)nc(CN2CCN(c3ccccn3)CC2)n1 | -29% | -10% | 2% | 8 | 0 | 0% | -9% | 0.1 | -15
O=C1c2ccccc2C(=O)c2c(Nc3ccc(CCO)cc3)ccc(O)c21 | 0% | -10% | -5% | -9 | -19 | -14% | -6% | -2.9 | -4
O=C(NCCO)c1ccc(CSc2nc3ccccc3[nH]2)cc1 | 20% | -2% | 12% | -2 | 3 | -8% | -21%[57.1 µM] | -1.4 | 7

This is a random part of the collection; 7.8% or so of the library scored in one or more.
